# Compound activity (PubChem BioAssay)
# M1 antag – human CHRM1 antagonism; P11229; CHO-K1 hM1, Fluo-8 calcium fluorescence, ACh EC80 antagonist; inhibition, % at 3 µM; 360,000 tested, 1.3% active; AID 588852;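 active = percent inhibition above its own plate's cutoff, namely the mean of that plate's compound wells plus 3 SD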;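 also: peak over basal fluorescence ratio during 140 s after agonist addition; 0% = ACh EC80 plus DMSO and 100% = DMSO alone without agonist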
# Target sequence (P11229 whole entry, looked up): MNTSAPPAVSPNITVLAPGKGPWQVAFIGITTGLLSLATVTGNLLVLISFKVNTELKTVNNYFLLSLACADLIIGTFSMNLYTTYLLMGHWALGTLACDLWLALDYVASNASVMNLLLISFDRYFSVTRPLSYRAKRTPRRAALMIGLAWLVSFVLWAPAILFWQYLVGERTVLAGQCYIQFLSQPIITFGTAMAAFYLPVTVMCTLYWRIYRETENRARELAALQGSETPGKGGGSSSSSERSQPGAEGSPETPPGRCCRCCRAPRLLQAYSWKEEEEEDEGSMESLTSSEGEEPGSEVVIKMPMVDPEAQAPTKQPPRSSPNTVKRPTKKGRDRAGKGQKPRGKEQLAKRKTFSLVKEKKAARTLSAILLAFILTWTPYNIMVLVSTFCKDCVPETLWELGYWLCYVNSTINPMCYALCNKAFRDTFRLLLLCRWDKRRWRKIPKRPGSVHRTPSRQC
# CHRM4 antagonist – antagonists of human muscarinic M4 receptor (CHRM4). P08173. CHO-hM4 cells, ACh EC80, Fluo-8 calcium fluorescence. inhibition, % at 3 µM. 360,000 tested, 0.73% active;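 active = inhibition above its plate's cutoff, the mean inhibition of sample wells plus 3 SD, cut at about 27% in these data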;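 also: 0% = acetylcholine EC80 with DMSO and 100% = DMSO without agonist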
# OXTR potentiate – potentiators of human oxytocin receptor | activation, % at 3 µM | CHO-OTR cells, Fluo-8 calcium fluorescence, potentiator mode; 0% = oxytocin EC15, 100% = EC100 | AID 2445 | P30559 | 320,000 tested, 0.061% active;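 active = activation above that plate's cutoff, the mean activation of tested compounds plus 3 SD, cut at about 6.6% in these data, passing the limit was not always enough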;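 also: 100% uses oxytocin at 75 nM as the full agonist control; some results filed as inactive read as strong as hits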
# Target sequence (P30559 whole entry, looked up): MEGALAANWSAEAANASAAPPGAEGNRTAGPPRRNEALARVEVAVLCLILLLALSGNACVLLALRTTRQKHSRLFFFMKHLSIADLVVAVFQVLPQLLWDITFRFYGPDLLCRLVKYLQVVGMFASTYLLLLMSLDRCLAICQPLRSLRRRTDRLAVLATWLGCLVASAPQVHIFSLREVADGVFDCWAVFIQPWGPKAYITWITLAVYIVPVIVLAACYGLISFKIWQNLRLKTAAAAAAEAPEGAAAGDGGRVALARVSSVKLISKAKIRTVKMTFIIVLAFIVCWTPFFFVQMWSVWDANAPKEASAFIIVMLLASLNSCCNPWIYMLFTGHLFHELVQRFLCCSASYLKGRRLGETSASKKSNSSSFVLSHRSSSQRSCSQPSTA
#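 System: human OTR in CHO cells; Also added: sub-maximal oxytocin, roughly EC15; Timing: compound 6 min at room temperature before oxytocin, 100 s read; Technique: Fluo-8 intracellular calcium fluorescence, ex 470-495, em 515-575 nm; Controls: oxytocin EC15 low and EC100 high; Replication: singlicate.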
# CHO-K1 Ca ag – counter-screen for M1 agonists: effect in parental CHO-K1 cells; Fluo-8 calcium fluorescence; scaled to maximal ATP response, vehicle zero; 360,000 tested, 0.48% active; activation, % at 3 µM; in the data active = activation above about 15%;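 also: untransfected CHO-K1 host cells lacking M1 receptor as counterscreen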
# M1 ag – human M1 muscarinic receptor agonism | P11229 | CHO-K1 hM1, Fluo-8 calcium fluorescence, agonist mode; 0% DMSO, 100% acetylcholine EC100 | activation, % at 3 µM | 360,000 tested, 0.33% active | AID 588814;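 active = activation above the run's mean compound activation plus 3 SD, cut at about 16% in these data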;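 also: peak over basal fluorescence ratio within a 140 s kinetic read after compound addition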
# CHO parental Ca – signal in parental CHO cells, OX1R antagonist counter-screen; parental CHO-K1, ATP-induced calcium, Fluo-8 fluorescence; inhibition, % at 5.6 µM; 330,000 tested, 0.63% active; AID 463079;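 active = inhibition above that plate's mean sample inhibition plus 3 SD, cut at about 26% in these data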;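 also: 0% = ATP-challenged DMSO wells and 100% = DMSO wells without ATP; some compounds past the cut are filed as inactive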
#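 Assay system: parental CHO cells; Read-out basis: percent inhibition of ATP-evoked calcium rise, normalized to controls; Benchmarks: ATP and no-ATP DMSO wells; Compound dosing: single nominal dose of 5.6 µM per compound; Signal: Fluo-8 calcium dye fluorescence; Also added: ATP as calcium-mobilizing challenge; Repeats: singlicate.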
# CHO-K1 Ca antag – counter-screen for M1 antagonists: effect in parental CHO-K1 cells | ATP-induced calcium, Fluo-8 fluorescence | inhibition, % at 3 µM | 360,000 tested, 0.6% active | AID 602250;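 active = inhibition above a per-plate cutoff, the plate's mean sample inhibition plus 3 SD, cut at about 24% in these data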;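 also: 0% = DMSO plus EC80 ATP and 100% = DMSO alone without ATP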
# CHRM4 agonist – CHRM4 agonism in calcium assay; CHO-K1 hM4/Gqi5, Fluo-8 calcium fluorescence; vehicle 0%, full acetylcholine response 100%; activation, % at 3 µM; 360,000 tested, 0.14% active; P08173;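 active = activation above the run mean over all test wells plus 3 SD, cut at about 32% in these data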;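 also: peak over basal fluorescence ratio per well then scaled between controls; 0% = DMSO wells and 100% = acetylcholine at EC100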
# CHRM1 PAM – potentiates human M1 receptor response to acetylcholine. AID 588819. activation, % at 3 µM. 360,000 tested, 0.088% active. P11229. CHO-K1 hM1, Fluo-8 calcium fluorescence, ACh EC20; 0% = ACh EC20, 100% = maximal ACh; in the data active = activation above about 19%, passing the limit was not always enough
# * hit, by the source's call; . = not tested or not shown.
1) CC(=O)N1C(=O)C2(C(C#N)=C(N)Oc3cc(C)oc(=O)c32)c2ccccc21 (stereo not given)
2) CCCCn1c(SCC(=O)Nc2cc(C)on2)nnc1-c1ccco1
3) CCC(=O)NCCc1nc2cc(NC(=O)Nc3ccccc3)ccc2n1C
4) C[C@]12CCC[C@H](O1)c1c(cc3c(c1O)C(=O)c1c(O)cc(O)cc1C3=O)O2
5) Cc1cc(C)n(-c2ccc(F)cc2)c(=O)c1C(=O)O
6) O=C(Nc1ccc(S(=O)(=O)N2CCOCC2)cc1)c1cccnc1
7) COc1cccc(CNC(=O)C2(C)Oc3ccccc3NC2=O)c1 (stereo not given)
8) Cn1c(N)c(C(=O)CSc2n[nH]c(N)n2)c(=O)n(C)c1=O

screen / no.	1	2	3	4	5	6	7	8
M1 antag	-2	-7	-8	6	-14	0	-10	-6
CHRM4 antagonist	8	-1	-1	3	2	5	7	-9
OXTR potentiate	-4	1	-9	6	-11	1	-2	.
CHO-K1 Ca ag	-0.2	0.3	0.6	1.2	0.5	0.9	0.8	1.0
M1 ag	-4	-3	-2	3	-2	-3	-5	1
CHO parental Ca	-5	-14	-8	20	4	1	3	.
CHO-K1 Ca antag	-3	-10	-10	9	0	-11	-15	-4
CHRM4 agonist	1	0	0	6	0	0	0	1
CHRM1 PAM	3	7	3	2	5	2	6	7

9) C[C@H]1NC(=O)[C@@]2(C)[C@H](c3ccccc3)[C@H]3COc4ccccc4[C@@H]3N2C1=O
10) CCCCc1nc(SCc2ccc([N+](=O)[O-])cc2)n[nH]1
11) O=C(O)c1ccc(S(=O)(=O)Nc2ccc(O)c(Sc3nc4ccccc4s3)c2)cc1
12) O=C(OCc1nnc(-c2ccc(Cl)cc2)o1)c1ccc(=O)n(Cc2ccccc2)n1
13) COC(=O)C1CCN(C(=O)c2cc(-c3ccco3)nc3ccccc23)CC1
14) CCN1C(=O)/C(=C2/Sc3ccccc3N2CC)SC1=S
15) CC(C)C(=O)Nc1cc(=O)[nH]c2ncnn12
16) CC(C)(O)CNC(=O)C(Cc1ccccc1)N1C(=O)c2ccccc2C1=O (stereo not given)

screen / no.	9	10	11	12	13	14	15	16
M1 antag	-13	-17	0	-10	-11	1	-18	-8
CHRM4 antagonist	7	14	4	-4	-3	-2	-11	-3
OXTR potentiate	-1	-2	-6	-24	-10	-4	-13	-10
CHO-K1 Ca ag	-0.1	0.7	0.5	2.1	1.7	0.3	-0.1	2.1
M1 ag	-1	-6	-4	-4	3	-2	-1	4
CHO parental Ca	-14	-6	-21	-25	-14	-10	8	0
CHO-K1 Ca antag	-10	-2	0	-13	-13	5	-11	-5
CHRM4 agonist	2	0	0	3	3	0	0	2
CHRM1 PAM	7	10	8	4	20	-1	7	4

17) Cc1c(Cl)cccc1NC(=O)CNC(=O)Cc1c[nH]c2ccccc12
18) Cc1ccc2nc(-c3cccc(N)c3)[nH]c2c1
19) Cc1ccc(N(CCC(=O)O)S(=O)(=O)c2ccccc2)cc1
20) CCCCN(C)C(=O)c1nc2ccccn2c1CNCCCn1ncc2ccccc21
21) CCN1CCN(C(=O)c2ccc3c(=O)n(CCc4ccccc4)c(=O)[nH]c3c2)CC1
22) Cc1ccc(NC(=O)CSc2nnc3n2CCCCC3)cc1S(=O)(=O)N1CCOCC1
23) CC(OC(=O)c1cc(=O)[nH]c2ccccc12)c1ccccc1 (stereo not given)
24) COc1cccc(CC(=O)N(CCC2=CCCCC2)c2c(N)n(Cc3ccccc3)c(=O)[nH]c2=O)c1

screen / no.	17	18	19	20	21	22	23	24
M1 antag	-10	-20	-6	-26	-11	4	-5	-2
CHRM4 antagonist	-2	1	-4	-3	-1	5	4	0
OXTR potentiate	-5	-4	-3	-5	2	.	1	0
CHO-K1 Ca ag	1.0	-0.4	-0.1	0.6	2.2	-0.5	0.7	-0.1
M1 ag	-2	-3	-5	-7	-9	-4	-3	-3
CHO parental Ca	-6	-17	-2	-28	-12	.	-18	-17
CHO-K1 Ca antag	-16	12	0	-21	-7	10	-12	13
CHRM4 agonist	1	0	0	2	4	0	3	0
CHRM1 PAM	10	-3	-1	3	7	-3	-6	-4

# An excerpt of these results, tab-delimited:
nr	smiles	M1 antag	CHRM4 antagonist	OXTR potentiate	CHO-K1 Ca ag	M1 ag	CHO parental Ca	CHO-K1 Ca antag	CHRM4 agonist	CHRM1 PAM
20	CCCCN(C)C(=O)c1nc2ccccn2c1CNCCCn1ncc2ccccc21	-26	-3	-5	0.6	-7	-28	-21	2	3
21	CCN1CCN(C(=O)c2ccc3c(=O)n(CCc4ccccc4)c(=O)[nH]c3c2)CC1	-11	-1	2	2.2	-9	-12	-7	4	7
22	Cc1ccc(NC(=O)CSc2nnc3n2CCCCC3)cc1S(=O)(=O)N1CCOCC1	4	5	.	-0.5	-4	.	10	0	-3
23	CC(OC(=O)c1cc(=O)[nH]c2ccccc12)c1ccccc1 (stereo not given)	-5	4	1	0.7	-3	-18	-12	3	-6
24	COc1cccc(CC(=O)N(CCC2=CCCCC2)c2c(N)n(Cc3ccccc3)c(=O)[nH]c2=O)c1	-2	0	0	-0.1	-3	-17	13	0	-4

# Further structures
25) O=C(Cc1ncc(C(F)(F)F)cc1Cl)NNc1cccc(F)n1
26) O=C(c1cccc(N2C(=O)C3C4C=CC(C4)C3C2=O)c1)N1CCCc2ccccc21 (stereo not given)
27) COc1ccc(CN2CCCC(CNC(=O)c3ccc(F)cc3)C2)c(C)c1C (stereo not given)
28) CC1CCC(NC(=O)CCS(=O)(=O)c2ccc3c(c2)CC(C)N3C(=O)C2CC2)CC1 (stereo not given)
29) O=C(Cn1cncn1)NCc1ccccc1Br
30) CC(C)N(CCNCc1nnc(-c2ccccc2)o1)C(C)C
31) Cc1ccc(CCNC(=O)C2CCN(S(=O)(=O)c3ccc4c(c3)CCC(=O)N4)CC2)cc1
32) CC(C)(C)NCCCCOc1ccccc1F

screen / no.	25	26	27	28	29	30	31	32
M1 antag	1	-10	-12	-7	0	-4	-24	-7
CHRM4 antagonist	6	-4	0	-10	-1	-13	-4	-16
OXTR potentiate	-8	-13	-9	-4	4	3	3	-6
CHO-K1 Ca ag	0.0	1.9	0.2	4.1	0.5	0.1	0.2	0.6
M1 ag	1	-5	-10	-4	-3	-7	-1	-11
CHO parental Ca	-3	-13	-19	-35	-5	-11	3	2
CHO-K1 Ca antag	4	-13	-17	-14	-7	-9	-12	-21
CHRM4 agonist	0	2	1	5	0	0	1	0
CHRM1 PAM	2	8	0	6	5	5	16	5

33) CCS(=O)(=O)Nc1cccc(C2=NN(S(C)(=O)=O)C(c3ccccc3)C2)c1 (stereo not given)
34) O=C(O)c1ccccc1C(=O)c1ccc(Sc2ccc(Cl)cc2)c([N+](=O)[O-])c1
35) COc1ccc(CCCc2nnc(SCC(=O)NN)o2)c(C)c1
36) CCC(C(=O)Nc1nccs1)c1ccccc1 (stereo not given)
37) Cc1cc(=O)n2c(n1)NC(Nc1cccc(C)c1C)=NC2c1ccccc1 (stereo not given)
38) CCNc1nc(NCC)n2c(SCC(=O)Nc3ccccc3[N+](=O)[O-])nnc2n1
39) Cc1ccc(S(=O)(=O)N2CCN(c3ccc(C(F)(F)F)cc3[N+](=O)[O-])CC2)cc1
40) CCOC(=O)CN(Cc1ccc(OC)c(OC)c1)S(=O)(=O)c1ccc(OC)cc1

screen / no.	33	34	35	36	37	38	39	40
M1 antag	0	14	-8	-6	-9	0	19	-5
CHRM4 antagonist	2	1	-2	1	6	0	10	-6
OXTR potentiate	-3	-7	-13	-15	-6	-7	-6	-13
CHO-K1 Ca ag	-0.1	0.4	0.0	0.4	0.4	-0.5	0.3	8.4
M1 ag	-6	-5	-1	-2	-3	0	-4	-5
CHO parental Ca	-6	-7	-18	-16	-34	-20	-25	-23
CHO-K1 Ca antag	19	14	-4	-4	-13	18	4	-14
CHRM4 agonist	2	2	2	0	0	1	0	10
CHRM1 PAM	5	-7	10	6	8	7	-9	-6

41) CC(=O)N1CCC(N(C(=O)Nc2ccc(Cl)cc2)C(C)C)CC1
42) CCOC(CCNC(=O)c1cn(CCOC)c(=O)c2c1c1ccccc1n2C)OCC
43) O=C(COC(=O)/C=C/c1ccccc1Cl)NCCc1ccc(Cl)cc1Cl
44) Cc1ccn2c(NC3CCCC3)c(-c3ccsc3)nc2c1
45) CCNC(=O)n1cc(-n2cncn2)c(-c2ccc(Cl)cc2)n1
46) O=C(N/N=C/c1ccncc1)NC1CCCCC1
47) Cc1cccc(-n2cnc3c(sc4nc(N5CCOCC5)c5c(c43)CCCC5)c2=O)c1
48) CCN(CC)S(=O)(=O)c1ccc(/C=C/C(=O)OCC(=O)NCc2ccc3c(c2)OCO3)cc1

screen / no.	41	42	43	44	45	46	47	48
M1 antag	-12	-9	-2	0	-1	-2	1	1
CHRM4 antagonist	-2	3	-3	2	-6	-4	-1	3
OXTR potentiate	-5	-2	3	-14	-6	-6	-8	-27
CHO-K1 Ca ag	1.1	2.6	1.6	0.9	0.5	-0.3	6.8	13
M1 ag	0	-4	-2	-4	-10	-2	-4	-2
CHO parental Ca	-6	-18	-14	-9	-2	13	-28	-1
CHO-K1 Ca antag	-17	-5	1	-21	16	4	-2	-11
CHRM4 agonist	3	6	4	1	2	1	0	13
CHRM1 PAM	9	0	-3	3	5	3	-4	-4

49) CCc1cccc(C)c1NC(=O)CSc1nnc(Cc2csc(C)n2)o1
50) O=C(Nc1ccccc1)c1ccc(CN2CCc3ccccc3C2)cc1
51) COc1cccc(CNC(=O)c2nnn(CC(=O)Nc3cccc(C)c3)c2N)c1
52) COc1cc(NC(=O)CN2CCC(Cc3ccccc3)CC2)c(C)cc1[N+](=O)[O-]
53) COc1ccc(-n2nnnc2S(=O)(=O)Cc2ccc(C(=O)O)cc2)cc1
54) Cc1ccc(C(=O)C2=C(O)C(=O)N(CCCN3CCOCC3)C23C(=O)N(C)c2ccccc23)o1 (stereo not given)

screen / no.	49	50	51	52	53	54
M1 antag	11	-6	8	-8	-3	-4
CHRM4 antagonist	0	-1	-10	3	4	9
OXTR potentiate	-4	-2	-2	0	-7	-6
CHO-K1 Ca ag	0.0	7.1	2.0	-0.2	0.6	-0.1
M1 ag	0	-13	-1	-2	-5	-1
CHO parental Ca	-14	-1	-10	-9	-2	-7
CHO-K1 Ca antag	11	24*	-18	-6	-2	-1
CHRM4 agonist	1	2	2	0	0	0
CHRM1 PAM	8	-11	-1	10	2	8
